From PubChem BioAssay
PREPL inhibitor – human PREPL enzyme inhibition. Q4J6C6. recombinant PREPL, fluorescence polarization activity-based probe. inhibition, % at 5.96 µM. 0.68% of 320,000 active; in the data active = inhibition above about 43%;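 also: 0% = enzyme with DMSO and 100% = wells lacking enzyme; many of its hits are not listed in these tables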
EBNA-1 inhibitor – blocks EBNA-1 binding to DNA | EBNA-1 DNA binding, fluorescence polarization | inhibition, % at 14.8 µM | 0.34% of 300,000 active | AID 1950; in the data active = inhibition above about 28%
PP5 primary – PP5 (human) phosphatase inhibition; 0.18% of 320,000 active; inhibition, % at 6.7 µM; purified PP5c, OMFP substrate fluorescence;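 active = inhibition above the campaign's mean inhibition across all tested compounds plus 3 SD, cut at about 9.5% in these data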;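 also: 0% = DMSO only and 100% = 100 µM cantharidin control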
Target sequence (P53041 whole entry, looked up): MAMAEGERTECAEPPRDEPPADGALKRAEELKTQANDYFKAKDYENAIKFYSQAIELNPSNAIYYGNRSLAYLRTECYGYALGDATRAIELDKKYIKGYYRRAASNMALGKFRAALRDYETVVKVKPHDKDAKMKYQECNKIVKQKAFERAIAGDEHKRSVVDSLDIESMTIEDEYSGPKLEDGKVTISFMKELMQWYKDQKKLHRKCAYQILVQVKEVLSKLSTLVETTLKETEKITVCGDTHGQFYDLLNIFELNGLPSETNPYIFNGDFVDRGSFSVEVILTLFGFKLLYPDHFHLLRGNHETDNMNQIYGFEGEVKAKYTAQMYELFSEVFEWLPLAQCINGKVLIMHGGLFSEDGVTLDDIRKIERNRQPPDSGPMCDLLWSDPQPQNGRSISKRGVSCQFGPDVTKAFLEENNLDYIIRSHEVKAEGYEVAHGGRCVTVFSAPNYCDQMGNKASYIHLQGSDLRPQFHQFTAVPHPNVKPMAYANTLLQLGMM
TPT1 inh – inhibitors of Candida albicans tRNA 2'-phosphotransferase TPT1. inhibition, % at 5 µM. 0.81% of 300,000 active. recombinant caTPT1, FP RNA substrate dephosphorylation;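 active = inhibition above the mean of all tested compounds plus 3 SD, set per screening campaign, cut at about 24% in these data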;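 also: plate controls were DMSO alone for no effect and ferristatin control at 100 nM for full effect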
ZTA DNA inh – blocks Epstein-Barr virus ZTA, an EBNA-1 counter-screen; ZTA-DNA binding, fluorescence polarization; P03206; inhibition, % at 11 µM; AID 2234; 0.15% of 320,000 active; in the data active = inhibition above about 33%
Target sequence (P03206 whole entry, looked up): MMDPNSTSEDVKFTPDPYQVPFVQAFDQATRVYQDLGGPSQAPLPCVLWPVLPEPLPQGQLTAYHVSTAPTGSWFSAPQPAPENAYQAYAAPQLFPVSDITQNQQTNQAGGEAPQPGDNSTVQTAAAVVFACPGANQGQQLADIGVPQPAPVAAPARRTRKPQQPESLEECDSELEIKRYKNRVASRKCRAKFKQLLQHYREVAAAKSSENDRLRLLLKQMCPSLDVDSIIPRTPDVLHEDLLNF
PP1 inh – blocks human PP1-alpha phosphatase, a PP5 counter-screen | 0.9% of 320,000 active | purified PP1alpha, OMFP fluorescence | inhibition, % at 6.7 µM;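 active = inhibition above the mean inhibition of all tested compounds plus 3 SD, computed separately for each screening campaign, cut at about 15% in these data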
Target sequence (P62136 whole entry, looked up): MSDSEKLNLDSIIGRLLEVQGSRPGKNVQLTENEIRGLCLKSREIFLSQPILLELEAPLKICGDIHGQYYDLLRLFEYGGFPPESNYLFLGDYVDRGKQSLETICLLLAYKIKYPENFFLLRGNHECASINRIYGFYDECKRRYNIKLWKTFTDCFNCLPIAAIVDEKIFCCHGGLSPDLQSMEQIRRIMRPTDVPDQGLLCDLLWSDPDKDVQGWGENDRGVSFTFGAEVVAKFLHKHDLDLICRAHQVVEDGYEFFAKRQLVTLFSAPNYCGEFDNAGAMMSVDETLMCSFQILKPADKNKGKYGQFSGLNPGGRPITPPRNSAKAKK
Efflux pump mplx – inhibitors of Candida antifungal efflux pumps expressed in yeast. inhibition, % at 10 µM. 0.44% of 330,000 active. AID 485275. S. cerevisiae Candida pump triplex, Nile Red efflux;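 active = plate passing quality check with inhibition over a set limit, or well fluorescence over plate mean plus 4 SD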;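 also: Nile Red retained in pooled yeast measured as flow cytometry median fluorescence; 0% = buffer negative control and 100% = Enniatin B positive control; higher means more Nile Red kept so more efflux inhibition; some compounds called inactive have numbers as strong as hits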
core dimer inh – HCV core protein dimerization inhibition; TR-FRET GST/Flag-core106 dimerization, 1536-well; 0.33% of 300,000 active; inhibition, % at 5 µM;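 active = inhibition above the mean of all tested compounds plus 3 SD, set per screening campaign, cut at about 45% in these data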
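Material: Tagged HCV core106 pair (GST and Flag) | Amount: GST-core106 13.5 nM, Flag-core106 17 nM | Medium: KF-containing HEPES buffer, pH 7.45, DTT, CHAPS, BSA | Reagent: Eu donor and XL665 acceptor anti-tag antibodies | Schedule: 4 h at 22.5 °C | Technique: Time-resolved FRET, ex 340 nm, em 617 and 671 nm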
Fh CTSL1 inh – counter-screen for PFM18AAP inhibitors: inhibitors of F. hepatica cathepsin L1 | recombinant F. hepatica cathepsin L1, Z-Leu-Arg-MCA fluorescence | inhibition, % at 5.96 µM | 0.49% of 300,000 active | AID 1906;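 active = inhibition above the mean of all tested compounds plus 3 SD, set per screening campaign, cut at about 17% in these data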;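 also: 0% = plate median of test compound wells and 100% = 1 µM Z-Phe-Ala-diazomethylketone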
* hit, by the source's call; + = active, no number. The list is partial, so the mix of outcomes need not match the whole.

SMILES	PREPL inhibitor	EBNA-1 inhibitor	PP5 primary	TPT1 inh	ZTA DNA inh	PP1 inh	Efflux pump mplx	core dimer inh	Fh CTSL1 inh
CN(CC(=O)Nc1ccc(F)cc1)C(=O)COC(=O)CNC(=O)c1ccc(Cl)cc1Cl	-1	-3	-0.6	1	-10	-2	0.1	1	21*
COc1ccc(CNCc2cccc(Oc3ccccc3)c2)cc1	-13	-1	2.7	-2	-30	7	-0.2	-3	6
CCN(CC)C(=O)N1c2ccccc2C=Cc2ccccc21	4	-5	1.4	-1	2	1	-0.1	-4	0
COC(=O)C1=C(C)NC(=O)C1(Nc1nccs1)C(F)(F)F (centres undefined)	-2	-1	0.3	-1	-5	-1	0.0	-7	0
COC(=O)CN(c1ccc(F)cc1)S(=O)(=O)c1ccccc1	-2	-6	3.8	-2	4	7	0.0	-11	-1
O=C(O)c1cccc(NC(=O)c2cccc(S(=O)(=O)N3CCc4ccccc43)c2)c1	14	-8	3.2	-1	7	8	0.2	6	-6
CC(=O)Nc1ccc(C(=O)NNC(=O)CCCCC(=O)NNC(=O)c2ccc(NC(C)=O)cc2)cc1	-7	-5	-2.2	0	-18	-4	0.0	4	-2
O=C(CN1C(=O)NC2(CCCC2)C1=O)NCCC1=CCCCC1	1	-4	2.8	-3	9	-2	0.0	-8	1
CCOC(=O)c1sc(NC(=O)c2ccc(S(=O)(=O)N3CCCCCC3)cc2)nc1-c1ccccc1	6	-8	-0.4	1	5	-1	0.1	-3	-4
CCN(CC)S(=O)(=O)c1cccc(C(=O)N[C@H](C(=O)OCC(=O)NC(=O)NC)C(C)C)c1	0	-2	2.7	-1	-19	-5	0.3	-6	-5
NC(=O)COc1ccccc1C1=NO[C@@](CC(=O)O)(C(=O)Nc2ccc3c(c2)OCCO3)C1	12	-11	0.7	-1	15	2	0.0	-15	-11
Fc1cccc(Nc2ncnc3sc4c(c23)CCC4)c1	0	-8	1.5	2	-3	1	0.7	-1	7
Cc1ccc(S(=O)(=O)Cn2nnnc2CN(Cc2ccco2)CC2CCCO2)cc1 (centres undefined)	-7	0	2.8	0	7	-2	0.2	-2	0
O=C(Nc1ncccc1O)c1ccc(S(=O)(=O)N2CCCCCC2)cc1	5	-6	2.4	3	0	-3	0.0	-2	1
COc1ccccc1C(=O)Nc1cc(-c2ccc(C)cc2)no1	-7	-7	2.6	-2	5	-2	0.1	10	-3
CCCNC(=S)N(Cc1ccccc1)Cc1nc2ccccc2c(=O)[nH]1	-12	5	2.1	3	1	2	0.1	1	-1
O=C(Cc1cnc2ncnn2c1)N1CCc2c([nH]c3ccccc23)C1c1ccccc1F (centres undefined)	6	-4	-4.3	-1	-9	-8	0.0	3	-3
CCCCNC(=O)c1onc(CSc2cccc(Cl)c2)c1C(=O)O	-3	2	-0.4	-3	-22	4	-0.1	-3	-2
CCC1CCCCN1S(=O)(=O)c1c(C)n(C)c(=O)n(C)c1=O (centres undefined)	-6	-5	3.5	-1	-8	-4	0.0	0	0
Cc1ccc(S(=O)(=O)Nc2nnc(C3CCCCC3)s2)cc1	13	0	2.0	2	-28	2	-0.1	8	2
O=C(COC(=O)CSc1ccc(F)cc1)NCCCc1ccccc1	0	-6	3.9	1	6	-5	0.1	-4	-8
Cn1nnc(NC(=S)NC(=O)c2cc3ccccc3o2)n1	12	-7	0.4	4	-15	-2	-0.1	-2	1
CCCn1c(N)c(NCCN2CCOCC2)c(=O)[nH]c1=O	25	0	-1.6	-9	-1	-6	0.1	-1	-2
CCc1nc(N2CCN(C(C)=O)CC2)c(C#N)c2c1COC(C)(C)C2	-2	4	-3.5	0	9	-9	0.1	-1	0
Cc1ccc(/C=C(\NC(=O)c2ccc(C)cc2)c2nc(=S)[nH][nH]2)cc1	-4	10	4.8	0	14	2	0.0	-6	1
CCC(CC)C(=O)c1c[nH]c(C(=O)NCC2CCCO2)c1 (centres undefined)	11	-2	0.3	-5	-5	-3	0.0	6	6
O=C(C1CCCC1)N1CCN(S(=O)(=O)c2ccc(F)cc2)CC1	15	-8	2.2	-2	-10	1	0.0	-5	6
CC(O)[C@H]1CNCCN1CCc1cccc(F)c1 (some centres undefined)	13	11	-1.1	-1	-3	0	-0.1	-20	-9
C=CCNC(=S)N/N=C(\C)c1ccccn1	-5	-2	-0.9	4	-5	-3	-0.1	1	2
COc1cccc2cc(C(=O)CC3(O)C(=O)N(Cc4ccccc4)c4ccccc43)c(=O)oc12 (centres undefined)	14	3	1.0	3	7	-3	0.1	6	6
O=C(NCc1ccco1)C1CCCN1C(=O)Nc1ccc(Cl)cc1 (centres undefined)	-8	-13	1.3	4	-2	-1	0.0	-3	-4
COC(=O)C(Cc1ccccc1)NC(=O)CSc1nc(N)cc(=O)[nH]1 (centres undefined)	10	-8	0.6	4	1	-4	0.1	0	-1
COCCn1nnnc1C(c1ccc(Cl)cc1)N1CCSCC1 (centres undefined)	-2	-2	-1.7	-1	9	-1	0.0	5	0
CCn1nc(CC(=O)Nc2ccc(-n3cnnn3)c(C)c2)c2ccccc2c1=O	5	-1	1.5	-4	3	-3	-0.1	-7	-1
Cc1ccc(NC(=O)CSc2ccc3nnc(-c4ccccn4)n3n2)cc1	-28	-7	2.2	-3	-3	0	0.0	7	-1
Cc1nnc(SCc2ccccn2)n(N)c1=O	1	-5	-0.7	0	-2	1	0.2	-1	0

Another view of some results above:
Molecule | PREPL inhibitor | EBNA-1 inhibitor | PP5 primary | TPT1 inh | ZTA DNA inh | PP1 inh | Efflux pump mplx | core dimer inh | Fh CTSL1 inh
Cc1ccc(S(=O)(=O)Cn2nnnc2CN(Cc2ccco2)CC2CCCO2)cc1 (centres undefined) | -7 | 0 | 2.8 | 0 | 7 | -2 | 0.2 | -2 | 0
O=C(Nc1ncccc1O)c1ccc(S(=O)(=O)N2CCCCCC2)cc1 | 5 | -6 | 2.4 | 3 | 0 | -3 | 0.0 | -2 | 1
COc1ccccc1C(=O)Nc1cc(-c2ccc(C)cc2)no1 | -7 | -7 | 2.6 | -2 | 5 | -2 | 0.1 | 10 | -3
CCCNC(=S)N(Cc1ccccc1)Cc1nc2ccccc2c(=O)[nH]1 | -12 | 5 | 2.1 | 3 | 1 | 2 | 0.1 | 1 | -1

(further entries)
SMILES	PREPL inhibitor	EBNA-1 inhibitor	PP5 primary	TPT1 inh	ZTA DNA inh	PP1 inh	Efflux pump mplx	core dimer inh	Fh CTSL1 inh
Cc1cc(-n2c(SCC(=O)NCc3cccs3)nc3n[nH]c(C)c3c2=N)ccc1Cl	9	20	-0.4	-2	16	-2	0.0	10	2
COc1cc(NC(=O)c2ccc3nsnc3c2)cc(OC)c1OC	5	-3	-0.3	0	16	-2	-0.1	-4	0
Cc1cc2c(cc1C)NC1=C(N2)OC(c2cccc(O)c2)C1=O (centres undefined)	-4	-15	1.8	-4	-7	2	-0.1	1	-4
CC1=C(C(=O)Nc2cccc(C(=O)NCc3ccc(F)cc3)c2)SCCO1	-3	2	0.7	-2	-5	-1	0.1	14	-1
CCCS(=O)(=O)N1CCC(C(=O)NCCN2CCCC2)CC1	-4	3	-1.3	1	-16	-4	-0.1	-6	3
Nn1c(Cc2cccc3ccccc23)nnc1SCn1nnc2ccccc2c1=O	-23	-16	1.5	-4	-15	7	0.2	8	-2
COCCCn1c(=O)cc(C)[nH]c1=S	9	3	1.6	-6	-13	-3	-0.1	-5	-4
C=CCC(NC(C)c1ccccc1)c1ccco1 (centres undefined)	5	8	1.1	1	-13	1	-0.1	0	1
COc1cc2c(cc1OC)CN(C1CCCN(Cc3cc(Cl)ccc3O)C1)CC2 (centres undefined)	16	-12	3.3	2	-22	2	0.1	2	-2
CSCCC(NC(=O)c1ccc(Cl)cc1)C(=O)OCC(=O)N1CCCC1=O (centres undefined)	-1	4	-1.1	-2	5	-1	0.0	-7	-8
CCN(CC)S(=O)(=O)c1ccc(N=Nc2c(N)[nH]c(=O)[nH]c2=O)cc1	0	8	-2.3	-1	2	-1	-0.1	-6	-3
CC(C)Nc1nc(NC(C)C)nc(C(N)=O)n1	13	1	11*	1	8	0	0.0	-1	-2
COc1ccc(Nc2nnc(SC(C(=O)Nc3cc(C)ccc3C)c3ccccc3)s2)cc1 (centres undefined)	-8	2	1.5	-3	-4	0	0.1	33	-1
COCCCn1c(=O)c2ccccc2n(CC(=O)NC2CCCCC2)c1=O	6	5	-1.6	2	14	-2	0.0	11	9
CC(Nc1nc(-c2ccc(F)cc2)cs1)c1nc2cc(C(F)(F)F)ccc2n1CCCO (centres undefined)	17	3	3.6	4	-19	5	0.1	-14	3
CCCC(C)NC(=O)COC(=O)c1cccc(NS(C)(=O)=O)c1 (centres undefined)	-3	6	-1.1	2	5	-6	0.0	0	0
O=C(NC1CCCc2ccccc21)c1cc(Cl)ccn1 (centres undefined)	0	-8	1.7	-3	-8	1	0.1	-3	3
N#C/C(=C\c1cccc(Oc2ccc(C(F)(F)F)cc2[N+](=O)[O-])c1)c1nc2ccccc2[nH]1	28	-6	3.8	2	-11	1	-0.1	8	4
COc1ccc(C(c2nnnn2Cc2cccs2)N2CCN(c3ccc(F)cc3)CC2)cc1OC (centres undefined)	18	2	0.5	-3	0	-1	0.0	6	2
COC(=O)Nc1cccn(Cc2c(Cl)cccc2Cl)c1=O	-6	-2	2.3	2	0	0	0.2	2	6
COC(=O)c1ccccc1NC(=S)NC(=O)c1ccccc1F	-1	2	-0.8	-2	18	-4	-0.1	3	-1
O=C(CCc1ccccc1)Nc1nnc(-c2ccc3c(c2)OCCO3)o1	14	-2	2.5	0	-15	4	0.1	-8	-2
COc1cc(C2CC(=O)c3cnc(NC(C)=O)nc3C2)cc(OC)c1OC (centres undefined)	-4	4	1.2	-2	-10	0	-0.1	0	-3
Cc1ccc(NC(=O)CC(C(=O)O)c2ccccc2)cc1 (centres undefined)	1	-11	0.0	0	-4	4	0.5	-12	-3
CC(=O)Nc1sc(C)c(C)c1C(=O)OC(C)C	7	-2	0.4	-4	-20	2	-4.3	-11	-1
COc1ccc(C(=O)/C=C/NCc2ccc(F)cc2)cc1OC	-3	-12	2.3	7	-6	6	-0.2	3	5
Cc1cc(C)c(/C=C(\C#N)C(N)=S)c(C)c1	-1	4	2.3	-3	3	1	0.0	2	-1
COc1cccc(/C=C2/C(=O)NN(c3ccc(C)c(C)c3)C2=O)c1	10	6	1.2	-4	12	-1	-0.2	-3	3
CCOc1ccccc1Nc1ccc(C(=O)O)cc1N	-1	-5	2.6	-1	0	5	0.0	-6	-4
COCCn1cnnc1SCC(=O)Nc1cc(OC)c([N+](=O)[O-])cc1C	6	+	-3.2	-2	20	2	0.0	2	1
CCCN(c1ccccc1F)S(=O)(=O)c1cc(-c2cc(C)no2)ccc1OC	-7	5	3.1	-1	-6	1	-0.3	8	-2
CNc1nc(Oc2ccccc2C(=O)OC)nc(SC)n1	11	2	1.8	0	-9	-1	-0.1	-5	4
COc1ccccc1CNC(=O)CN1CCN(S(=O)(=O)c2cccs2)CC1	10	12	-0.2	-3	6	-2	0.0	5	10
O=C(CSc1nnc(COc2cccc3ccccc23)o1)N1c2ccccc2CCc2ccccc21	14	1	3.4	-2	0	7	0.1	32	1
COc1cc(/C=C/C(=O)OCC(=O)N2CCC(C)CC2)ccc1O	0	0	0.8	-3	6	-5	-0.2	1	3
CC(=O)N1CCc2cc(C(=O)CN3CCCN(Cc4ccc(F)cc4)C3)ccc21	19	10	-2.5	2	7	-3	-0.1	5	1

As entered above:
In Efflux pump mplx, COc1ccc(C(=O)/C=C/NCc2ccc(F)cc2)cc1OC has the entry -0.2
In PREPL inhibitor, CNc1nc(Oc2ccccc2C(=O)OC)nc(SC)n1 has the entry 11
In PP5 primary, O=C(CSc1nnc(COc2cccc3ccccc23)o1)N1c2ccccc2CCc2ccccc21 has the entry 3.4
In TPT1 inh, COCCn1cnnc1SCC(=O)Nc1cc(OC)c([N+](=O)[O-])cc1C has the entry -2
In PREPL inhibitor, Cc1cc(C)c(/C=C(\C#N)C(N)=S)c(C)c1 has the entry -1
